# From PubChem BioAssay
# Tb hexokinase – blocks Trypanosoma brucei hexokinase 1 activity | actives 0.11% (n = 220,000) | AID 1430 | inhibition, % at 10 µM | recombinant TbHK1, G6PDH-coupled NADH A340;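 active = inhibition of 50% or more in the single-dose primary screen; inactive = inhibition below 50%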
# eIF4E 4G PPI – blocks eIF4E binding to eIF4G. P63073+Q04637. TR-FRET eIF4E-eIF4GI(517-606) binding, 2 h. inhibition, % at 21.7 µM. actives 0.37% (n = 220,000). AID 782;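 active = inhibition above about 30%, limit read from the data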;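 also: 0% = full FRET control wells and 100% = background wells lacking eIF4GI fragment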
# 14-3-3 Bad inh – disrupts binding of bovine 14-3-3 zeta to phospho-Bad peptide; P63103; inhibition, % at 21.7 µM; actives 0.71% (n = 220,000); TR-FRET 14-3-3zeta/Dy647-pBad peptide displacement, 1 h;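 active = inhibition above about 70%, limit read from the data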;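 also: 0% = full 14-3-3 plus peptide FRET controls and 100% = background without 14-3-3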
# Target sequence (P63103 whole entry, looked up): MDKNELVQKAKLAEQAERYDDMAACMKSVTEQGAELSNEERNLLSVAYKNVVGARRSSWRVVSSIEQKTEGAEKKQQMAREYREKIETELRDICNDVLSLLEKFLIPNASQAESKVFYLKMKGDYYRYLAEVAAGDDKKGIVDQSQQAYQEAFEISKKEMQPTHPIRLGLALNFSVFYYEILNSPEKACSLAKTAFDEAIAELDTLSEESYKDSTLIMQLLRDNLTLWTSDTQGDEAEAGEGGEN
# zVAD death inh – L929 zVAD cell death inhibition; L929 zVAD necroptosis rescue, ATP luminescence, 24 h; with zVAD 60 µM; viability rescue, % at 10 µM; actives 0.38% (n = 220,000); AID 1377;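 active = activation, scaled between plate controls, above about 75%, limit read from the data; inactive = activation under that limit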;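 also: 0% = zVAD with DMSO and 100% = DMSO alone without zVAD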
# Rad51 HR inh – blocks human Rad51 in homologous recombination | Q06609 | hRad51 DNA strand exchange, fluorescence dequenching | inhibition, % at 10 µM | actives 0.085% (n = 200,000);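 active = inhibition above 40% at the single screening dose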;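 also: 0% = DMSO control wells and 100% = blanks with heterologous ssDNA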
# Target sequence (Q06609 whole entry, looked up): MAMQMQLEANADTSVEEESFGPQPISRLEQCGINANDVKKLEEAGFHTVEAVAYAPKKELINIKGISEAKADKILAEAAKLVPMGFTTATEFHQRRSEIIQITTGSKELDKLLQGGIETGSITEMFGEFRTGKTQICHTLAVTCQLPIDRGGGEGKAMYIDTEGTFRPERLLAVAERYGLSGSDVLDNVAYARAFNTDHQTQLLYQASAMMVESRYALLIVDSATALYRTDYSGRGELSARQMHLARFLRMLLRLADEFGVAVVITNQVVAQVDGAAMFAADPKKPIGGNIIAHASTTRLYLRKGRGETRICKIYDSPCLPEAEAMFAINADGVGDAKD
#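 material = hRad51 filaments on single-stranded DNA | reagent = Donor/quencher-labelled 47-bp dsDNA substrate | compound = 10 µM final, single point | schedule = strand-exchange reaction 15 min at room temperature | measured by = fluorescein emission 520 nm, excitation 485 nm | read-out basis = % inhibition versus plate control and blank means | benchmarks = plate controls and plate blanks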
# Hck Nef HTS – human Hck-Nef kinase inhibition. Recombinant Hck-YEEI plus Nef, Z-Lyte FRET kinase assay. inhibition, % at 20 µM. actives 0.68% (n = 220,000);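 active = Hck-Nef kinase inhibition above about 50%, limit read from the data; inactive = inhibition below that limit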;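 also: 0% = DMSO with Hck plus Nef and 100% = Hck alone without Nef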
# EP2 modulator – modulates human prostaglandin E2 receptor EP2 signaling; EP2-expressing cells, cAMP HTRF FRET, PGE2 co-stimulation; induction, % at 25 µM; actives 0.83% (n = 260,000); P43116;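 active = compounds whose cAMP rise, as percent of the full-agonist control response, exceeds 60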;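 also: rat C6 glioma line stably carrying human EP2 under a CMV promoter; the protocol text gives 20 µM as final concentration; 100% = response of wells given 1 µM PGE2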
# Target sequence (P43116 whole entry, looked up): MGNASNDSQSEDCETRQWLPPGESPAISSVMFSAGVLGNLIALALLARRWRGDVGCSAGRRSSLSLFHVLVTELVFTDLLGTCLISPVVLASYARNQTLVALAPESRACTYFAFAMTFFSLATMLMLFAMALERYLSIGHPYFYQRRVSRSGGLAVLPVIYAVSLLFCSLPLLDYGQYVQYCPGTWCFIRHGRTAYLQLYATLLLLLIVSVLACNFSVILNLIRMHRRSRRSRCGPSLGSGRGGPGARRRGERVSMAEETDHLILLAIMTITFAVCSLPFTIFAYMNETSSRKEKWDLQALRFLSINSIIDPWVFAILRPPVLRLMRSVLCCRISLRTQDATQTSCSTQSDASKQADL
# Calpain2 inh – inhibitors of pig calpain II; purified calpain II, fluorogenic peptide substrate, 30 min; inhibition, % at 16 µM; actives 0.37% (n = 220,000); AID 1236;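 active = inhibition above about 50%, limit read from the data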
# EP2 antag – EP2 receptor (human) inhibition; inhibition, % at 25 µM; C6 glioma cells expressing human EP2, cAMP TR-FRET; cells stimulated with saturating PGE2; AID 1422; actives 0.52% (n = 260,000); P43116;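 active = percent inhibition above 40 after rounding to a whole number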;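 also: rat C6 glioma host cells with rolipram phosphodiesterase inhibitor present; the protocol text gives 20 µM as final concentration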
# * = called active by the depositor; i = inactive; · = not tested or not shown; & = joins results of further samples; [ ] = dose if it differs, or a comment. A portion of the library; rates above refer to the full screens.
SMILES,Tb hexokinase,eIF4E 4G PPI,14-3-3 Bad inh,zVAD death inh,Rad51 HR inh,Hck Nef HTS,EP2 modulator,Calpain2 inh,EP2 antag
Cc1cc([N+](=O)[O-])cc2c1NC(=O)C2(O)N1CCOCC1 (stereo not given),-16,2,-13,2.9,33,17,17,-3,6
COc1ccc(C(=O)NCCOc2cccc(OC)c2)cc1,4,-1,-6,5.2,4,-12,-47,-21,8
COc1ccc(CC(=O)N2N=C(C)CC2(O)c2cccnc2)cc1OC (stereo not given),3,-6,0[fluorescence artefact?],1.7,·,12,13,9,5
CC1(C)CC(=O)C2=C(C1)N(c1cccc(O)c1)C1=C(C2)C(=O)CC(C)(C)C1,-6,2,-5[fluorescence artefact?],-0.4,-9,11,-27,-404,20
O=C1CCC(=O)N1c1ccc(NCCc2cccc(F)c2)c([N+](=O)[O-])c1,0,-2,-9,0.7,1,-7,-60,-4,9
O=S(=O)(/N=C/c1c(O)ccc2ccccc12)c1cccs1,-1,9[fluorescence artefact?],-3,0.1,-8,1,5,37,3
CN(C1=C(N2CCOCC2)C(=O)c2ccccc2C1=O)c1ccccc1,29,-7[fluorescence artefact?],-14,0.2,9,1,39,21,10
Nc1[nH]nc2ncc3cc4ccccc4nc3c12,-9,-1,-8,82*,3,67*,-44,-26,9
COCCN1Cc2cccc(C(=O)Nc3cccc(-c4nc5ccccc5[nH]4)c3)c2C1=O,-23,-10,4,2.3,14,13,-35,-55,10
CCc1sc(C(=O)N2CCc3ccccc32)cc1C,-1,-2,-9,1.3,1,14,55,45,5
Cc1cc(C(=O)NNC(=O)CCC2CCCCC2)c(C)o1,-5,1,-8,15,2,13,19,-4,8
C#CCOCCOCCOCCNc1nc(N2CCN(C(=O)[C@H]([C@@H](C)CC)n3cc([C@@H](N)CO)nn3)CC2)nc(N2CCN(C(=O)[C@H](Cc3ccc(O)cc3)n3cc([C@@H](N)CC(C)C)nn3)CC2)n1,9,7,52,0.5,-8,-8,13,22,8
CCOC(=O)N1CCN(C(=O)c2cc(OCC)c(OCC)c(OCC)c2)CC1,-4,3,-2,3.1,-2,11,43,-32,14
Cc1nn(-c2ccccc2)c(NC(=O)c2cccs2)c(-c2ccccc2Cl)c1=O,-3,1,3,-0.2,-16,-2,32,21,4
CNc1nc2c(C)cccn2c(=O)c1C=NCc1ccccc1,-22,-3,8[fluorescence artefact?],-0.2,·,3,61*,-209,·
Clc1ccccc1CSc1nncn1-c1cccnc1,4,1,-17,1.8,4,18,27,-23,4
COC(=O)CSc1ccc(S(=O)(=O)N2CCCCCC2)cc1[N+](=O)[O-],-10,-3,-22,-1.0,-1,14,-4,-3,10
O=C1CCCC(=O)N1c1ccc(N2CCN(c3ccc([N+](=O)[O-])cc3)CC2)c([N+](=O)[O-])c1,-13,-2,-4,0.1,-3,0,20,-26,4
Nc1cc(C(F)(F)F)ccc1N1CCOCC1,-1,9,-5,2.4,0,8,-19,-3,7
O=C1c2cccc(Cl)c2C(=O)c2c1cccc2N1CCCC1,-5,·,·,0.1,-8,4,·,·,8
COc1ccc(N2C(=O)C3C4C=CC(C4)C3C2=O)nn1 (stereo not given),1,-2[fluorescence artefact?],-5[fluorescence artefact?],-0.2,-5,1,10,-17,12
CCc1cc2c(=O)c(-c3nc4ccccc4n3C)c(C(C)C)oc2c(CN2CCN(C)CC2)c1O,-29,1,5,5.4,-1,0,7,-225,1
CCCc1cc(C(=O)Nc2sc(C(C)=O)c(C)c2C(=O)OCC)no1,-20,0[fluorescence artefact?],-2,0.0,2,19,10,-36,9
COc1ccc(C(=O)N(C)C2CCN(C)CC2)cc1S(=O)(=O)Nc1cc(Cl)ccc1Cl,-6,-1,5,0.4,7,4,0,-21,17
COCC(C)n1c(SCC(=O)N2CCc3ccccc3C2)nc2ccccc2c1=O (stereo not given),33,14,-3,-0.3,2,0,-1,-7,2
O=C(N/N=C/c1ccncc1)c1ccccc1,1,-3,13,-0.2,-9,0,5,-7,11
Cc1ccccc1NC(=S)N(CCN1CCOCC1)Cc1ccccc1F,-2,2,-15,-0.2,-16,21,14,-2,5
NC(=NCCc1ccccc1)NS(=O)(=O)c1ccc2ccccc2c1,4,5,-2,0.8,-9,-1,-15,4,8
CCOC(=O)N1CCC(NCCNC(=O)c2ccc(Cl)cc2)CC1,4,4,22,-1.1,-4,6,1&-30,-7,11&9
CCOC(=O)CCc1nc2ccccc2[nH]1,7,0,-8[fluorescence artefact?],-0.4,-9,0,17,-7,6
CCCCCc1ccc(C(=O)CCCC)c(=S)[nH]1,-5,-7,-20,1.8,-3,21,-1,-14,8
O=C(NCc1ccco1)C1CCN(S(=O)(=O)N2CCC3(CC2)OCCO3)CC1,-2,-7,0,-0.9,12,10,20,17,11
Cc1cc(C)n(-c2ccc(Cl)c(C(=O)NCc3ccccc3)n2)n1,-8,1,-7,0.2,-5,1,11,-18,2
O=C(/C=C/c1cccs1)Nc1cccc(NC(=O)/C=C/c2cccs2)n1,-34,-4,8,21,-15,2,-5,-72,25
Cc1cc(C(=O)CN2C(=O)NC(C)(CC(C)C)C2=O)c(C)n1-c1ccc2c(c1)OCO2 (stereo not given),-5,4[fluorescence artefact?],-1[fluorescence artefact?],-0.3,1,2,13,10,7
Cc1cc(C)nc(NS(=O)(=O)c2ccc(NS(=O)(=O)c3ccccc3)cc2)n1,-8,6[fluorescence artefact?],-7[fluorescence artefact?],-1.6,1,1,2,0,4
Cc1c(NC(=S)NNC(=O)CCC(=O)O)c(=O)n(-c2ccccc2)n1C,0,-6,2,-0.3,-43,24,19,-8,5
Cc1cc(C(N)=O)c2cc(Br)ccc2n1,-8,-8,-3,0.3,4,0,19,2,11
CC1CN(C(=O)/C=C/c2cccc([N+](=O)[O-])c2)CC(C)O1 (stereo not given),-7,·,·,0.1,-1,0,·,·,7
CC1(C)SC2C(NC(=O)COc3ccccc3)C(=O)N2C1C(=O)O (stereo not given),-1,-1,1,0.7,-7,26,19,-47,4
CCC(=O)c1ccc(N2CCN(C(=O)c3ccccc3F)CC2)c(F)c1,-5,-2,-10,-0.1,4,4,-19,-12,2
Cc1sc2nc(-c3ccccc3)[nH]c(=O)c2c1-c1ccccc1,-3,8[fluorescence artefact?],-8,0.4,·,24,32,-188,12
CC(=O)c1cc(CN2CCC(N3CCC(C(=O)NC(C)C)CC3)CC2)cs1,0,-3,-8,1.2,29,15,-48,-23,1
COc1cc(C2C(C#N)=C(N)Oc3cc(C)oc(=O)c32)cc(OC)c1OC (stereo not given),4,-1,4,1.0,14,25,16,-9,3
CN1CCN(NC(=O)c2cc([N+](=O)[O-])cc([N+](=O)[O-])c2)CC1,5,5,2[fluorescence artefact?],1.0,-10,0,2,-6,3

# Complete entries, looked up by structure. Values in the order: Tb hexokinase	eIF4E 4G PPI	14-3-3 Bad inh	zVAD death inh	Rad51 HR inh	Hck Nef HTS	EP2 modulator	Calpain2 inh	EP2 antag
# Cc1cc(C)nc(NS(=O)(=O)c2ccc(NS(=O)(=O)c3ccccc3)cc2)n1 as listed: -8	6[fluorescence artefact?]	-7[fluorescence artefact?]	-1.6	1	1	2	0	4
# Nc1cc(C(F)(F)F)ccc1N1CCOCC1 as listed: -1	9	-5	2.4	0	8	-19	-3	7

# (list continues)
SMILES,Tb hexokinase,eIF4E 4G PPI,14-3-3 Bad inh,zVAD death inh,Rad51 HR inh,Hck Nef HTS,EP2 modulator,Calpain2 inh,EP2 antag
Fc1ccccc1CCNc1c2c(nc3ncnn13)CCCC2,-2,-1,-3,0.7,-3,23,-37,15,5
CNC(=O)/C(=N\O)c1ccccc1,-5,4,6,-0.4,5,-9,17,-12,10
CC(C)[C@H](NC(=O)c1ccccc1)C(=O)OCC(=O)c1ccc2c(c1)NC(=O)CO2,-13,-3[fluorescence artefact?],9[fluorescence artefact?],0.3,11,6,-29,-16,1
COc1ccccc1-c1cc(C(=O)Nc2cc(C)n(Cc3ccc(Cl)cc3)n2)no1,-5,-26,-4,0.4,3,4,-18,-15,8
O=C(N/N=C/c1ccco1)c1ccc(C(=O)N/N=C/c2ccco2)o1,-71,3,5,1.0,-4,-1,15,-8,11
CCCCNC(=S)NC(C)(C)CO,2,1,-10,21,2,21,21,-6,5
CC1=CC(C)(C)Nc2ccc(OC(=O)CN3C(=O)c4cccc5cccc(c45)C3=O)cc21,-25,0[fluorescence artefact?],10,7.8,·,-1,4,-424,·
Cc1ccc(-c2nn3c(C)nnc3s2)cc1NC(=O)c1cccnc1,2,0,-5,0.1,5,-5,17&-2,-14,12&9
O=C(CSc1nc2ccccc2c(=O)[nH]1)c1ccc(O)cc1O,-35,1,-20,1.4,-11,29,32,-21,6
O=C(CNC(=O)c1ccc([N+](=O)[O-])cc1)c1ccccc1,2,6,-4,0.3,10,0,8,-4,4
CN(C)c1ccc(/C(=N\O)c2ccccc2)cc1,-12,-4,-8,-0.2,-8,-1,8,8,3
N#Cc1c(CSCC(=O)O)cc(=O)n2c1[nH]c1ccccc12,-18,7,-5,0.3,·,30,6,-2,16
C=CCNc1nc(N)c(C(=O)Nc2cc(C)on2)s1,-55,13[fluorescence artefact?],8[fluorescence artefact?],0.0,8,1,-4,-12,46*
O=C(/C=C/c1ccc(S(=O)(=O)N2CCOCC2)cc1)NC(=S)Nc1ccc(N2CCOCC2)cc1,-5,12,4,-0.3,7,10,10,-9,2
CCCCN1C(=O)C(O)(CC(=O)c2ccccn2)c2ccccc21 (stereo not given),-5,-1,-4,1.7,10,17,9,-11,5
Cc1cccc(NC(=O)c2cc3cc([N+](=O)[O-])ccc3s2)n1,-6,2,89*,1.1,0,51*,1,2,6
CCC(C)NC(=O)C(=O)NCc1ccccn1 (stereo not given),4,3,-7,-0.6,·,-10,5&14,20,8&3
COC(c1ccccc1)c1nnc(CCC(=O)N(C)C(C2CC2)C2CC2)o1 (stereo not given),-5,-1,-8,1.6,8,21,-5,-3,4
CCc1ccccc1N1CSC2=C(C#N)C(c3ccccc3F)CC(=O)N2C1 (stereo not given),-9,7,3[fluorescence artefact?],-0.1,-6,3,4,-43,10
Cc1cc(NC(=O)COC(=O)C2CCC2)no1,3,6,-12,1.8,16,21,31,-38,5
Cc1ccc(S(=O)(=O)O)c(C)c1N1CCCC1=O,5,6[fluorescence artefact?],12,0.1,3,0,8,-14,6
CCCC(=O)N1CCc2cc(OC)c(OC)cc2C1c1cc2cc3c(cc2[nH]c1=O)OCO3 (stereo not given),-46,·,·,-1.3,-5,-7,-7,·,8&9
O=C1CSC(c2cccc([N+](=O)[O-])c2)N1CCN1CCCCC1 (stereo not given),-1,3,-4,-1.1,-2,15,0,-11,10
Cc1cc(NCCN(C)C)n2nc(-c3cccs3)cc2n1,-13,-1,7,1.2,-11,6,-17&-13,-153,10&9
O=S(=O)(c1ccc(N2CCC(c3ccc(Cl)cc3)=N2)cc1)N(CCO)CCO,-35,-1[fluorescence artefact?],-2[fluorescence artefact?],3.5,-1,82*,-67&-5,i,8&6
OC[C@H]1O[C@@H](n2cnc3c(NC4CCCC4)ncnc32)[C@H](O)[C@@H]1O,0,-1,2,9.5,-6,-1,34,19,15
O=C1OCC2=C1C(c1ccccc1)CC(=O)N2c1ccc(F)cc1 (stereo not given),0,0,20,-0.2,·,-3,21,-17,7
O=C(CSc1nc2ccc([N+](=O)[O-])cc2[nH]1)c1ccc(Cl)cc1,18,12,-23,1.1,4,4,-64,-9,11
